Screening data from PubChem.
Anthrax LF prot – blocks Bacillus anthracis lethal factor protease; actives 0.12% (n = 360,000); inhibition, % at 10 µM; P15917; multiplex microsphere protease cleavage assay, LF; also: plate controls were buffer without enzyme for full effect and enzyme alone for no effect
PfHsp40 rescue – restores yeast growth despite PfHsp40 toxicity; S. cerevisiae expressing PfHsp40, growth rescue, ATP luminescence; growth rescue, % at 12.5 µM; actives 0.68% (n = 340,000); AID 504582; in the data active = growth rescue above about 28%, passing the limit was not always enough; inconclusive = no clear call, values can overlap the other calls;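 also: yeast W303a lacking pdr1 and pdr3 grown in galactose medium; growth measured after three days at 30 °C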
VHR inh abs – blocks human VHR1 dual specificity phosphatase | actives 0.52% (n = 290,000) | recombinant VHR phosphatase, pNPP absorbance | inhibition, % at 13.3 µM | P51452; in the data active = inhibition above about 50%; also: some compounds called inactive have numbers as strong as hits
Vc quorum ag – induces V. cholerae light production without autoinducers; V. cholerae BH1578 lux reporter, luminescence, 6 h; actives 0.16% (n = 350,000); AID 588436; activation, % at 18.7 µM; in the data active = activation mostly above about 9.7%, no sharp cut-off; inconclusive = no clear call, values can overlap the other calls; inactive = mostly below about 3.7%; also: not every result past the cut was called active; inactives centre near 0; reference of the scale not given here
SSB-PriA inh – inhibitors of Klebsiella pneumoniae PriA binding to SSB C-terminal tail | AlphaScreen SSBct-PriA binding, biotinylated peptide | inhibition, % at 33 µM | actives 0.6% (n = 430,000) | AID 1272365; in the data active = inhibition mostly above about 37%, no sharp cut-off; inactive = mostly below about 20%;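 also: plate controls were negative control peptide for no effect and reference peptide for full effect; strong numbers were not always called active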
Yp Topo-I inh – inhibitors of Yersinia pestis topoisomerase I; Y. pestis Topo-I cleavage product accumulation, plate reader; activity, % at 10 µM; actives 0.064% (n = 360,000); AID 504884; in the data active = activity above about 50%, passing the limit was not always enough; inconclusive = no clear call, values can overlap the other calls; also: inactives centre near 2
TcdB GH inh – TcdB glycohydrolase inhibition; actives 0.24% (n = 350,000); P18177; inhibition, % at 9.99 µM; AID 652162; TcdB glycohydrolase enzymatic assay, plate reader; in the data active = inhibition above about 10%
Target sequence (P18177 whole entry, looked up): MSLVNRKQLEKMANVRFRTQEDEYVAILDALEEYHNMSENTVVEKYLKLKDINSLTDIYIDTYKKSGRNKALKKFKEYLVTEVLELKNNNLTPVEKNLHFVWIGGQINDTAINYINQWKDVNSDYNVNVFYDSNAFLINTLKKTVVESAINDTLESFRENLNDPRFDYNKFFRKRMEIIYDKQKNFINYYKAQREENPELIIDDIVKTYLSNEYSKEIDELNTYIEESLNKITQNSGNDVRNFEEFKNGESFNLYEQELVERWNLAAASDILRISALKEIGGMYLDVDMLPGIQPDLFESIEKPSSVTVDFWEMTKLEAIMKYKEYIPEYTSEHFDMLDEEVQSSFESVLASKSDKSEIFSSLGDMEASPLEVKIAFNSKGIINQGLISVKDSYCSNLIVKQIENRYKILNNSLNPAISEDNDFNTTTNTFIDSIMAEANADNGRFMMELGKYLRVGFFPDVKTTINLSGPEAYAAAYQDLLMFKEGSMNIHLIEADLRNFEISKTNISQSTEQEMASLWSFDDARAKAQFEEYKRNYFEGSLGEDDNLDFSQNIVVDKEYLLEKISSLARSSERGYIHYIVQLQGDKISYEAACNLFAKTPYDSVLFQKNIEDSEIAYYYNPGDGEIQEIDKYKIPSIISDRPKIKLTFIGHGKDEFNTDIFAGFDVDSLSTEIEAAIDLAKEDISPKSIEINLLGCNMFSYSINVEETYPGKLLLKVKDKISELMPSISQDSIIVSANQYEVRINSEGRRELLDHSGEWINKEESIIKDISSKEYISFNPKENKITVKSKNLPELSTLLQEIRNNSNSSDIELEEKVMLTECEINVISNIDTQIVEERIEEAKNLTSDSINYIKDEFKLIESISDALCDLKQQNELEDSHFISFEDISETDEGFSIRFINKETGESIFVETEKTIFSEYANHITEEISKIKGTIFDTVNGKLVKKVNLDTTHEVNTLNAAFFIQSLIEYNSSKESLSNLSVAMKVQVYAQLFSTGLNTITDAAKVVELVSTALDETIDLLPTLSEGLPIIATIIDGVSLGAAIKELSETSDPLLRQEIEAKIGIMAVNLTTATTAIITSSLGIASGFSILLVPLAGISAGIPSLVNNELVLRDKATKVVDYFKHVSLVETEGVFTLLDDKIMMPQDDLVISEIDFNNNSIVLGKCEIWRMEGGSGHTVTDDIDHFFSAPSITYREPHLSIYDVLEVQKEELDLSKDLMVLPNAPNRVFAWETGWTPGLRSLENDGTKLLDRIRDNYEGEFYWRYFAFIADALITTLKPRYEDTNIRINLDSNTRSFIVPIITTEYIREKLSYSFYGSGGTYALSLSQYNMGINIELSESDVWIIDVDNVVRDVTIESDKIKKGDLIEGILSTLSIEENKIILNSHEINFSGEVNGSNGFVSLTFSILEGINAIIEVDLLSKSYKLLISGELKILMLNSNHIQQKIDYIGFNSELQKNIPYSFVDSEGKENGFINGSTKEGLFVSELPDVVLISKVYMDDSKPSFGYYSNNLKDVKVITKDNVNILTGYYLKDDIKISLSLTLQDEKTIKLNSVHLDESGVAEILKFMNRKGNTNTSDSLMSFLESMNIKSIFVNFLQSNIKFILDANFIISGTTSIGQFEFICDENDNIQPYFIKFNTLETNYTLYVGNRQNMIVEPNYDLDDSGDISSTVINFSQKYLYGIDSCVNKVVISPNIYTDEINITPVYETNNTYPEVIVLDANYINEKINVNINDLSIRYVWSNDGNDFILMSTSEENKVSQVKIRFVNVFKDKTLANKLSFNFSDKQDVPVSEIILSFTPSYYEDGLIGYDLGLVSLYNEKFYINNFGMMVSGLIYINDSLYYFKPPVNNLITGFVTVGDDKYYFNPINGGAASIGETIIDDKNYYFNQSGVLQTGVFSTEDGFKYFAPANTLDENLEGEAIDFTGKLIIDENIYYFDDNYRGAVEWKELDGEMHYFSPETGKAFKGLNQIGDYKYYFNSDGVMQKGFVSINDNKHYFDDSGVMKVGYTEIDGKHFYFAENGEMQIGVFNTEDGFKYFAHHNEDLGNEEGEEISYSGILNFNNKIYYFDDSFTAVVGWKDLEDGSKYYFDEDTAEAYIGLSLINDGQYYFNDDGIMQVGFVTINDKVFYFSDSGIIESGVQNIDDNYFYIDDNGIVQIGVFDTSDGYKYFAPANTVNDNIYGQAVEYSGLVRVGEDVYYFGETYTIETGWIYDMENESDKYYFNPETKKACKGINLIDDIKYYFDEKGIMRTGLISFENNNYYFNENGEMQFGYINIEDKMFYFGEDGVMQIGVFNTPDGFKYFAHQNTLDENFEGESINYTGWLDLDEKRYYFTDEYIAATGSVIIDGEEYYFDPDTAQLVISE
SARS 3CLpro inh – SARS-CoV 3CLpro protease inhibition | P0C6X7 | recombinant SARS-CoV 3CLpro, quenched FRET peptide cleavage | inhibition, % at 6 µM | actives 0.14% (n = 290,000) | AID 1706; in the data active = inhibition above about 12%
CCHF vOTU inh – CCHFV vOTU protease inhibition; Pep-AMC fluorescence; inhibition, % at 11.5 µM; actives 0.55% (n = 370,000); in the data active = inhibition above about 30%; also: 0% = vehicle wells with enzyme and 100% = no enzyme wells
BoNT-A LC inh2 – inhibitors of Botulinum neurotoxin A light chain protease. inhibition, % at 10 µM. actives 0.17% (n = 360,000). AID 588499. multiplex microsphere protease substrate cleavage, flow cytometry; also: plate controls were buffer without enzyme for full effect and enzyme alone for no effect
Numbers without * were called inactive; i = inactive; u = inconclusive; x = not tested or not shown. Rule as the data show it, unless noted: active = inhibition above about 30%; inconclusive = no clear call, values can overlap the other calls; inactive = below that. These rows are one share of the data; rates above refer to the full screens.

molecule,Anthrax LF prot,PfHsp40 rescue,VHR inh abs,Vc quorum ag,SSB-PriA inh,Yp Topo-I inh,TcdB GH inh,SARS 3CLpro inh,CCHF vOTU inh,BoNT-A LC inh2
Cc1c(NC(=O)/C(=C\c2ccccc2)NC(=O)c2ccccc2)c(=O)n(-c2ccccc2)n1C,-10,-1.4,25,x,-8,4,x,2,-3,-2.0
Cc1ccc(C(C2=C(O)CC(C)(C)CC2=O)C2C(=O)CC(C)(C)CC2=O)s1 (stereo not given),-3,1.3,28,i,-7,0,x,2,3,-0.1
COc1cccc2c(SCC(=O)N/N=C/c3ccc(O)cc3O)cc(C)nc12,-3,4.2,7,-0.1,x,5,-1.6,2,1,-1.2
CSCC(=O)Nc1ccc(F)c(Cl)c1,-21,u,10,i,-10,7,-2.1,3,-10,u
Brc1ccc(-c2n(-c3ccccn3)c3ccccc3[n+]2-c2ccccn2)cc1,2,0.7,13,-0.3,-1,11,1.0,0,6,2.1
COc1cccc(-c2cccc(NC(=O)C3CCN(Cc4cnn(C)c4)CC3)c2)c1,-19,-1.3,40,x,-12,-3,1.1,-7,4,-98
COc1ccc(/C=C/c2nc(-c3ccccc3O)n[nH]2)cc1,-1,16,14,-0.3,-8,-17,x,5,3,-2.2
O=C(CC(=O)NC1CCCCC1)N/N=C/c1ccccc1F,x,x,17,x,x,x,0.8,1,-1,x
COc1ccc(CN2C(=O)C(C)=C(C)C2OC)cc1 (stereo not given),-2,0.0,0,i,-19,-4,1.4,2,-12,-5.4
O=C(Nc1nncs1)c1ccccc1Br,-1,0.3,18,i,-12,-6,x,-10,14,0.0
CC(Cl)C(=O)NC(=O)NC12CC3CC(CC(C3)C1)C2 (stereo not given),-1,4.8,-4,i,-2,12,x,0,-19,0.1
CCOC(=O)c1c(C)nc2cc(C)ccn12,4,0.2,4,-2.8,2,7,x,3,2,2.4
O=C(NC1CCCC1)c1ccc2c(c1)S(=O)(=O)c1ccccc1C2=O,3,-0.7,x,i,-2,2,0.5,x,8,-0.2
Cc1ccc2nc3sc(C(=O)N4CCOCC4)c(N)c3cc2c1,-10,-0.6,39,-0.4,-14,6,x,-2,-3,1.5
CCC1CN(C)CCC1(OC(C)=O)c1ccccc1 (stereo not given),-1,-0.6,33,-0.3,-2,-1,x,3,5,0.3
O=C(CCC(=O)c1ccccc1)Nc1ccccc1OC(F)F,-11,-0.6,44,-0.6,-4,3,0.1,-4,-3,0.0
CN1OC[C@@H]2CN(C(=O)c3cccc4ccccc34)[C@H](c3ccccc3Br)C[C@@H]21,2,x,x,x,x,x,0.4,x,8,0.2
O=C1CC(N2CCN(c3ccc(C(=O)c4ccc(F)cc4)cc3)CC2)C(=O)N1 (stereo not given),-7,-1.9,12,0.7,-4,-6,x,5,7,0.7
O=C(C=Cc1ccc2c(c1)OCO2)C1CC1,-5,x,x,-0.6,x,6,-0.4,x,-1,-0.3
CCC(C)Sc1nnc(CNS(=O)(=O)c2ccc(F)cc2)n1C (stereo not given),-5,0.1,29,0.6,-32,-2,1.0,-6,3,0.3
COCCCNC(=O)c1ccc(-c2nc3ccccc3nc2-c2ccccc2)cc1,-5,x,x,1.4,-3,17,0.0,x,-9,-1.7
O=C(COC(=O)c1c2c(nc3ccccc13)/C(=C/c1ccco1)CC2)NC1CCCC1,5,3.1,8,-0.3,-4,-16,x,4,3,21
COc1ccc(C2NC(=O)c3sc(=S)n(-c4ccccc4)c3N2)cc1 (stereo not given),-6,-0.7,10,-3.1,7,-4,x,0,0,0.1
O=C(NNC(=O)C1CCN(Cc2ccc(Cl)c(Cl)c2)CC1)c1cccs1,-3,1.1,12,-0.5,-2,-2,-2.0,2,-11,-0.2
COc1ccc2[nH]c(=O)c(CN(Cc3cccs3)Cc3nnnn3Cc3ccccc3)cc2c1,1,0.9,-21,-0.4,-9,-3,x,5,2,0.4
CC(C)c1nnc(NC(=O)c2cccc(NC(=O)C(F)(F)F)c2)s1,-5,-0.3,17,-2.6,-2,-12,1.6,-1,12,-0.4
Cc1onc(-c2ccccc2Cl)c1C(=O)Nc1cccc(S(=O)(=O)NC2=NCCC2)c1,0,-1.7,x,-0.7,6,3,-0.1,x,-4,1.5
COc1ccccc1/C=C/C(=O)Nc1ccc(N2CCOCC2)cc1,-4,0.3,12,-0.3,-3,-3,-2.0,2,-3,0.2
COc1ccccc1C(=O)NCCC(=O)N1CCCCC1,0,-1.1,-6,i,-10,2,2.5,1,-4,3.4
CCn1ncc([N+](=O)[O-])c1C(=O)n1nc(C)cc1C,-2,-0.4,-5,-0.3,-8,-6,1.8,1,-9,-1.5
CC(=O)N1CCN(Cc2ccc(Br)s2)CC1,-2,0.7,-12,-0.6,-4,-12,1.5,-3,-8,0.7
O=C(Nc1ccc(-c2nc3cccnc3s2)cc1)c1ccc(Cl)nc1,-2,0.5,10,i,0,4,2.0,0,-8,-0.5
CC1(C)CC2CC(C)(CN2C(=O)COC(=O)c2cccc([N+](=O)[O-])c2)C1 (stereo not given),-1,0.2,x,i,10,18,2.1,x,4,-0.2
Cc1nn(C(=O)c2ccco2)c(C)c1Sc1ccc(Cl)cc1,-2,-0.3,2,-5.9,-10,-2,x,3,6,-0.5
OC[C@@H]1CN(Cc2ccc(Cl)cc2)C[C@H](n2cnc3c(NCc4ccc(F)cc4)ncnc32)O1,-5,x,x,-0.8,x,8,0.1,x,20,0.2
CCCCN(C(=O)C1CC(=O)N(CCc2ccc(OC)c(OC)c2)C1)c1c(N)n(CC(C)C)c(=O)[nH]c1=O (stereo not given),-4,0.2,x,1.6,-2,0,-1.1,x,9,-0.7
COc1ccc(C2C3=C(N=C4SCC(=O)N42)c2ccccc2CC3)cc1 (stereo not given),0,-1.0,15,i,-11,2,x,2,4,0.4
CCOC(=O)N1CCN(C(=S)NC)CC1,2,0.7,33,i,-21,8,x,4,4,-0.6
CCc1[nH]nc2c1C(Cc1ccccc1)C(C#N)=C(N)O2 (stereo not given),14,-0.2,20,-0.1,0,-9,x,-5,6,0.8
Cc1cccc(NC(=O)c2nc[nH]c2C(=O)N2CCN(C(=O)OC(C)(C)C)CC2)c1,-5,0.0,x,i,3,-2,-0.3,x,7,-0.6
CC(=O)c1ccc(Sc2ccc(C(C)=O)cc2)cc1,-1,-1.1,-5,-0.2,-34,20,x,2,6,-0.2
Cc1nn(CC(=O)N2CCOCC2)c(C)c1[N+](=O)[O-],-1,-1.1,17,0.7,-6,-4,x,1,-2,-1.1
O=c1c2sccc2nc(SCc2cc(=O)n3cc(Cl)ccc3n2)n1Cc1ccccn1,-2,-0.7,-15,-0.2,-2,26,5.7,2,-12,-0.4
Cc1ccc([C@H]2C[C@@H](O)[C@H](n3cc(-c4ccc(F)cc4)nn3)CN2C(=O)C2CCCCC2)cc1,0,x,x,-0.4,x,9,-3.2,x,31*,0.1
Cc1cc(OCC(=O)OCC(=O)NCCN2C(=O)CSC2=O)ccc1Cl,-3,0.8,x,0.6,-7,3,0.1,x,6,-0.2
CC(=O)NC(C)C12CC3CC(CC(C(=O)O)(C3)C1)C2 (stereo not given),0,-0.1,-14,1.0,-12,6,x,-9,-6,0.2
O=C(NCC(=O)N(c1ccccc1)C(C(=O)NCC1CCCO1)c1ccccc1)c1cccs1 (stereo not given),0,-0.6,38,-0.5,-22,10,-0.4,2,-10,-1.8
Cc1c(NC(=O)CSc2nnc(-c3ccco3)n2-c2ccccc2)c(=O)n(-c2ccccc2)n1C,3,1.1,8,i,4,7,x,-2,-3,0.1
CCc1ccc(Cn2nnc(C(=O)Nc3ccc(OC)cc3OC)c2N)cc1,-5,2.2,4,0.0,3,5,0.6,3,5,-1.0
CC(=O)c1nnn(-c2ccc(F)cc2F)c1C,6,3.7,9,i,-2,0,0.6,0,-6,-2.4
Cc1csc(=O)n1CCC(=O)OCC(=O)NNC(=O)c1ccc(Br)cc1,0,-1.0,x,i,-9,6,0.0,x,7,-0.2
COC(=O)c1cccc(-c2noc(-c3ccccc3F)n2)c1,-2,-0.1,x,i,-22,-7,-1.0,x,0,0.1
COc1cc(C(=O)OCCc2c(C)nc3nc[nH]n3c2=O)cc(OC)c1OC,-3,3.9,-24,-0.2,-4,6,0.2,2,14,-0.7
Cc1ccc(NC(=O)CCN2CCN(CCO)CC2)cc1,-9,-1.3,x,1.4,4,2,0.5,x,-3,1.3
C/C(=N\OCC(=O)OCC(=O)NC(=O)c1ccccc1)c1ccc2c(c1)OCO2,1,-0.2,x,i,x,6,-0.5,x,2,0.7
CCN1CCCC1CN(Cc1cc2ccc(C)cc2[nH]c1=O)C(=S)Nc1ccc(OC)cc1OC (stereo not given),2,0.5,4,i,27,14,x,3,4,8.8
Clc1ccc(Cn2cc(/C=N/n3cnnc3)c3ccccc32)c(Cl)c1,-3,1.4,-15,2.2,x,16,x,3,20,-0.3
Cc1c(CCO)c(=O)n(-c2ccccc2)n1S(=O)(=O)c1ccc([N+](=O)[O-])cc1,-1,x,-9,-0.2,-6,7,0.6,-1,2,-0.6
COc1cc(C(=O)OCC(=O)Nc2ccc(C)cc2)cc(OC)c1OC,3,0.2,2,i,-7,8,-0.2,-1,12,2.8
CC(=O)N1c2ccc(S(=O)(=O)N3CCC(C(=O)NCc4ccc(F)cc4)CC3)cc2CC1C (stereo not given),1,-1.1,34,-0.4,-12,13,0.0,-5,13,0.3

4 entries picked at random from the list so far:
molecule,Anthrax LF prot,PfHsp40 rescue,VHR inh abs,Vc quorum ag,SSB-PriA inh,Yp Topo-I inh,TcdB GH inh,SARS 3CLpro inh,CCHF vOTU inh,BoNT-A LC inh2
CC(=O)NC(C)C12CC3CC(CC(C(=O)O)(C3)C1)C2 (stereo not given),0,-0.1,-14,1.0,-12,6,x,-9,-6,0.2
CC(=O)c1ccc(Sc2ccc(C(C)=O)cc2)cc1,-1,-1.1,-5,-0.2,-34,20,x,2,6,-0.2
COC(=O)c1cccc(-c2noc(-c3ccccc3F)n2)c1,-2,-0.1,x,i,-22,-7,-1.0,x,0,0.1
CCN1CCCC1CN(Cc1cc2ccc(C)cc2[nH]c1=O)C(=S)Nc1ccc(OC)cc1OC (stereo not given),2,0.5,4,i,27,14,x,3,4,8.8

(list continues)
molecule,Anthrax LF prot,PfHsp40 rescue,VHR inh abs,Vc quorum ag,SSB-PriA inh,Yp Topo-I inh,TcdB GH inh,SARS 3CLpro inh,CCHF vOTU inh,BoNT-A LC inh2
Cc1ccc(NC2CCCN(C(=O)CCCN3CCCCC3=O)C2)cc1C (stereo not given),-2,-1.5,37,x,7,10,1.8,1,-4,-2.0
CC(C)(C)OC(=O)N1CCC(NC(=O)c2[nH]cnc2C(=O)Nc2ccccc2F)CC1,4,x,x,-0.4,x,2,0.3,x,10,-0.5
CCc1nn(-c2cc(Oc3ccccc3)nc(-c3ccccc3)n2)c(N)c1C#N,0,20,0,i,-17,4,x,-2,4,0.1
COc1ccccc1N1CCN(c2nc3ccccc3nc2C(C#N)C(=O)OC(C)C)CC1 (stereo not given),20,-0.9,6,-1.0,0,-1,x,0,14,25
COc1cccc(NC(=O)CN(C)C(=O)CCN2C(=O)C3CC=CCC3C2=O)c1 (stereo not given),x,-0.8,x,i,-1,3,3.7,x,3,x
Cc1nc(Cc2ccccc2)sc1CC#N,0,-1.5,x,-0.8,-5,8,0.3,x,2,-0.3
